# Screens as filed in PubChem BioAssay.
# PI5P4K alpha inh: blocks human PI5P4K alpha kinase activity; max response, %; AID 652105; 330,000 tested, 1.2% active; PI5P4Kalpha enzyme, ADP-Glo luminescence, 60 min; stronger effect = lower value; active means max response of -50% or lower; inconclusive means between -30% and -50%; inactive means -30% or higher; further: value at the top dose of about 77 µM; on the % scale 0 is the no-effect control and ±100 the full control effect
# Target sequence (P48426 whole entry, looked up): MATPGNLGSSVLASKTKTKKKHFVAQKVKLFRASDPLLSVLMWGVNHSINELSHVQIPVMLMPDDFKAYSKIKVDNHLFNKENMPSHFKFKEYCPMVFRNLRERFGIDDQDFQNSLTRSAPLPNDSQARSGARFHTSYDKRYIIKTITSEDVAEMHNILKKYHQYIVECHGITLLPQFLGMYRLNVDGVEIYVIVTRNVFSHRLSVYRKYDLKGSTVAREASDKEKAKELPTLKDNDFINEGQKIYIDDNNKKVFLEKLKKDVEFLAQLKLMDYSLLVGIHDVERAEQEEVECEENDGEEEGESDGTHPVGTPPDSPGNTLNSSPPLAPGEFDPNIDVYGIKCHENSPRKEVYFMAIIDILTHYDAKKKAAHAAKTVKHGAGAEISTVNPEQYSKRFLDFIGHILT
#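 Compounds were pin-transferred onto PI5P4Kalpha and substrate in HEPES pH 7.4 buffer with EGTA, CHAPS and 5% DMSO. ATP (5 microM final) started the reaction, which ran 60 minutes at room temperature before ADP-Glo detection.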
# EPAC1 antagonist: EPAC1 (human) antagonism; Potency, µM (titrated, usually from 115 µM), inactives show top-dose activity change, negative = inhibition, actives largely listed as inhibitors; 360,000 tested, 0.14% active; O95398; AID 720709; EPAC1 GEF assay, Rap1b-BODIPY-GDP exchange fluorescence;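 further: potency means the concentration at half of the fitted maximal effect; plate controls were vehicle for no effect and positive control for full effect; nearly all actives have a fitted effect of over 50% in size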
# PLK1 PBD block: blocks phosphopeptide binding to human PLK1 polo-box domain; P53350; Plk1 PBD binding of FITC phosphopeptide, fluorescence polarization; Potency, µM, inactives show max response, negative = inhibition, actives largely listed as inhibitors; 360,000 tested, 2.8% active; further: potency means the concentration at half of the fitted maximal effect; series mostly up to about 57 µM; on the % scale 0 is the no-effect control and ±100 the full control effect; nearly all actives have a fitted effect of over 65% in size
# Target sequence (P53350 whole entry, looked up, the tested form may be a part): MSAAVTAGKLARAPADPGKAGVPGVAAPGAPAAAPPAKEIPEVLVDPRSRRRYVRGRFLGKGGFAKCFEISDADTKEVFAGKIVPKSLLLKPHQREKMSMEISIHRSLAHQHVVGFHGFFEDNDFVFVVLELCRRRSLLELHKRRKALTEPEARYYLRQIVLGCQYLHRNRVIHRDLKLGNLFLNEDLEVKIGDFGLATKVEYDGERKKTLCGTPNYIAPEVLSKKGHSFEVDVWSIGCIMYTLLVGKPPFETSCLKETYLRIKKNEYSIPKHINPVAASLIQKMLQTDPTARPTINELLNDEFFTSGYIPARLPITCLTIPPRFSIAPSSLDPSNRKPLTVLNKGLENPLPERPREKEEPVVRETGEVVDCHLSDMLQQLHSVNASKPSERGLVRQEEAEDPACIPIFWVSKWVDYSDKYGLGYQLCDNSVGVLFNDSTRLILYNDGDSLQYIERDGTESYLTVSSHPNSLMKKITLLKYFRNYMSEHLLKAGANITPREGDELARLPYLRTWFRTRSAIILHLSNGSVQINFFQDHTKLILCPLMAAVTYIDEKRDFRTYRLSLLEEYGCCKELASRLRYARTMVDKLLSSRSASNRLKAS
# EPAC1 ag: activates human EPAC1 exchange factor; O95398; EPAC1 agonist qHTS, biochemical assay; response scale: 100% = response to 6.5 mM cAMP; Potency, µM (top dose mostly 154 µM), for the others: at the top dose activation, actives largely listed as activators; 360,000 tested, 0.073% active; further: potency means the concentration at half of the fitted maximal effect; nearly all actives have a fitted effect of over 60% in size
#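 Nucleotide exchange by EPAC1 (100 nM) on Rap1B–BODIPY-GDP (250 nM) in the presence of 50 uM GDP is tracked fluorescently at 480/540 nm over 30 min. Signals are normalized to a 6.5 mM cAMP control.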
# WRN helicase inh: WRN helicase (human) inhibition | Q14191 | WRN helicase unwinding, fluorescent forked duplex, kinetic | Potency, µM (titrated, usually from 114 µM), for inactives: at the top dose activity change, negative = inhibition, hits mostly inhibitors | 360,000 tested, 0.46% active; further: potency means the concentration at half of the fitted maximal effect; on the % scale 0 is the no-effect control and ±100 the full control effect; nearly all actives have a fitted effect of over 55% in size
#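 Screening of the MLSMR collection measured strand separation of a quenched forked DNA duplex (100 nM) by 20 nM WRN with 2 mM ATP, all final. Compounds were preincubated with enzyme 15 min at room temperature.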
# IL-2 act: activators of IL-2 | activation, % (series mostly up to about 46 µM) | 360,000 tested, 0.065% active | IL-2 activation reporter assay, cell-based qHTS; stimulated with anti-CD3/CD4/CD28 beads; in transgenic mouse T cells; in the data active means activation above about 50%; inconclusive means mostly about 30% to 49%; further: 0% is about no effect
#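 Screening format: compound pinned onto unstimulated transgenic mouse T cells, 60 min incubation, then anti-CD3/anti-CD4/anti-CD28 bead stimulation for 18 hours at 37 degrees C, followed by EGFP and DsRed detection.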
# Abeta yeast res: restores growth of yeast expressing A-beta42 peptide | AID 1347071 | 410,000 tested, 0.063% active | yeast expressing A-beta42, growth rescue, OD600, 48 h; response scale: 0% DMSO, 100% iron-clioquinol control | Potency, µM (titrated, usually from 46.1 µM), inactives show top-dose growth rescue, usual class: activators; further: potency means the concentration at half of the fitted maximal effect; nearly all actives have a fitted effect of over 55% in size
#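 Yeast A-beta toxicity model in growth medium with pinned compounds, 48 h at 30 C; growth read as absorbance at 600 nm. Normalized to FeCl3/clioquinol equimolar mix (positive) and DMSO (negative).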
# FUS yeast rescue: FUS proteinopathy suppression in yeast. AID 1347120. 390,000 tested, 0.24% active. Potency, µM (highest dose often 76.6 µM), inactives show at the top dose growth rescue (activation), most hits filed as activators. S. cerevisiae FUS-expressing, growth rescue, OD600, 24 h;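 further: potency means the concentration at half of the fitted maximal effect; plate controls were DMSO vehicle for no effect and reference control for full effect; nearly all actives have a fitted effect of over 55% in size; some results filed as inactive show a strong effect at the top dose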
#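 S. cerevisiae expressing FUS from galactose induction served as the toxicity model. Growth after 24hr at 30C, read as absorbance at 600 nm, indicates suppression of toxicity; compounds dosed at several concentrations.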
# Active calls of the source: *; u = inconclusive; x = not tested or not shown; [ ] = remark or other dose. Unless noted, the call rests on the fitted dose curve; in most records, active means well fitted curve in the direction sought with a large enough effect; inconclusive means small, poorly fitted or top-dose-only effect, or another doubt; inactive means no such curve, though single readings can be large; an effect the other way counts as inactive or inconclusive.
SMILES,PI5P4K alpha inh,EPAC1 antagonist,PLK1 PBD block,EPAC1 ag,WRN helicase inh,IL-2 act,Abeta yeast res,FUS yeast rescue
COc1ccc(C2CC(C(F)(F)F)n3ncc(C(=O)NCc4cccnc4)c3N2)cc1OC (centres undefined),-4,-2%,-9%,-4%,-2%,-2.9,8%,9%
COc1ccc(NC(=O)c2ccccc2C)cc1,1,3%,-5%,4%,8%,-1.8,-9%,-13%
CC1(C)C(=O)OC(c2cccs2)C(C)(C)C1=O (centres undefined),4,3%,1%,-4%,-3%,0.2,-3%,14%
NC(=S)N/N=C/c1ccc(/C=N/NC(N)=S)cc1,-30,-23%,-1%,-5%,0%[11.6 µM],-0.1,-14%,3%
CCOC(=O)Cn1cc(C=O)c2ccccc21,-8,4%,-5%,-2%,6%,-0.9,0%,-24%
COc1ccc(Oc2c(C)oc3c(CN(C)C)c(O)ccc3c2=O)cc1,x,4%,-1%,0%,1%,-0.9,27%,10%
O=C(OCC(=O)N1CCC(Cc2ccccc2)CC1)c1ccccc1F,8,-9%,1%,1%,-11%,1.0,-7%,16%
CC1(c2nnc(-c3cccc(Cl)c3)o2)CC(c2ccc(C#N)cc2)=NO1 (centres undefined),-2,10%,-23%,9%,0%,3.5,7%,2%
Cc1ccc(NC(=S)N(CCN(C)C)Cc2cc3cccc(C)c3[nH]c2=O)cc1,7,-27%,-12%,-1%,41%[activator],-0.4,-4%,x
COCCCNC(=O)CCc1nnc2ccc(N3CCC(C)CC3)nn12,1,-12%,-3%,-2%,4%,-1.7,1%,9%
Cc1ccc(CNC(=O)C(=O)Nc2nccs2)cc1,-19,-17%,-2%,9%,-6%,1.7,3%,-29%
O=S(=O)(NCc1csc(-c2cccnc2)n1)c1cccs1,-1,4%,-3%,-7%,1%,-1.8,14%,-16%
CC(c1ccco1)N(C(=O)c1cccs1)c1ccccn1 (centres undefined),x,-6%,-10%,2%,-12%,-0.8,14%,-10%
C=CCNC(=O)c1ccccc1NS(=O)(=O)c1ccc(OC)c(C(=O)N2CCOCC2)c1,-8,-16%,-13%,3%,-2%,-0.6,-18%,4%
COc1ccc(CCNC(=O)CSc2nnc(C(C)N(C)C)n2Cc2ccccc2)cc1OC (centres undefined),1,-1%,-2%,-4%,-10%,-2.4,10%,9%
CCN(C(=O)c1ccc(NC(C)=O)cc1)c1ccccc1C,-3,2%,-12%,-6%,1%,0.4,-6%,6%
Cc1ccc(-c2cc(C(=O)N3CCOCC3)c3ccccc3n2)o1,-7,4%,-28%,-2%,4%,-0.4,-6%,14%
CC1(C)Cc2c(sc3nn[nH]c(=O)c23)CO1,-8,-5%,u,-8%,-2%,-1.8,-6%,19%
CCOC(=O)c1cc(NC(=O)N2CCOCC2)c(C)nc1C,11,14%,u,-2%,7%,8.5,-2%,-7%
CCC12C(=O)C(CC)(C(c3ccccc3)=C1c1ccccc1)[C@@H]1C(=O)N(c3ccc(C)cc3)C(=O)C12 (some centres undefined),0,7%,-2%,-2%,1%,-0.3,2%,x
Cc1sc2ncnc(N3CCN(S(=O)(=O)c4ccccc4)CC3)c2c1C,-12,-2%,5%,0%,-3%,-3.3,-19%,x
Cc1ccc(NC(=O)c2ccccc2-c2ccccc2C(=O)O)cc1,3,3%,-2%,0%,10%,-1.0,0%,-3%
O=C(NC1CCCCC1)c1cc([N+](=O)[O-])ccc1N1CCCCC1,x,-5%,-17%,10%,9%,-0.3,5%,7%
Cn1c(Nc2ccccc2)nc2ccccc21,1,-12%,-1%,13%,6%,-0.4,-16%,-15%
COc1ccccc1CNS(=O)(=O)c1ccc(-n2cccn2)cc1,-5,-23%,2%,4%,1%,-3.1,-4%,10%
CCOC(=O)c1c(C)[nH]c(C(=O)N/N=C/c2ccc(Br)cc2)c1C,-2,-8%,7%,-3%,-25%,-0.7,0%,18%
COc1ccc(CCNC(=O)CSc2nc3ncccc3[nH]2)c(OC)c1,-3,-15%,-21%,1%,2%,-0.6,10%,-15%
CCC(CO)Nc1ncnc2onc(-c3ccc(F)cc3)c12 (centres undefined),-4,-20%,-14%,12%,17%,-0.5,-4%,-10%
COc1ccc(S(=O)(=O)N2CCCCCC2)cc1C(=O)Nc1ccc(C)cn1,-3,-25%,-13%,4%,-18%,3.0,6%,10%
O=C(CSc1nnc(C2COc3ccccc3O2)o1)NC1CCCCC1 (centres undefined),-3,-10%,-21%,3%,0%,2.4,22%,-3%

# The closing four compounds of the section before open the next one:
SMILES,PI5P4K alpha inh,EPAC1 antagonist,PLK1 PBD block,EPAC1 ag,WRN helicase inh,IL-2 act,Abeta yeast res,FUS yeast rescue
COc1ccc(CCNC(=O)CSc2nc3ncccc3[nH]2)c(OC)c1,-3,-15%,-21%,1%,2%,-0.6,10%,-15%
CCC(CO)Nc1ncnc2onc(-c3ccc(F)cc3)c12 (centres undefined),-4,-20%,-14%,12%,17%,-0.5,-4%,-10%
COc1ccc(S(=O)(=O)N2CCCCCC2)cc1C(=O)Nc1ccc(C)cn1,-3,-25%,-13%,4%,-18%,3.0,6%,10%
O=C(CSc1nnc(C2COc3ccccc3O2)o1)NC1CCCCC1 (centres undefined),-3,-10%,-21%,3%,0%,2.4,22%,-3%
COc1cc(C(=O)OCCn2c(=O)c3c(ncn3CCN(C)C)n(C)c2=O)cc(OC)c1OC,-1,-15%,-1%,9%,-6%,-3.0,-1%,x
COC(=O)C(O)(CC(=O)Nc1ccc(Cl)cc1F)C(F)(F)F (centres undefined),x,11%,2%,-7%,0%,0.6,15%,-7%
O=C(Nc1ccc(Oc2cccnc2)cc1)C1CCN(Cc2cc(Cl)ccc2O)CC1,9,u,-8%,6%,-12%,-1.1,-13%,-7%
C=C(C)COc1ccc(-c2n[nH]c(C)c2-c2ccc(OC)c(OC)c2)c(O)c1,25,-18%,6%,5%,-6%,-2.8,4%,28%
Cc1cccc(C(=O)NCC(=O)Nc2ccc(S(=O)(=O)Nc3nc(C)cc(C)n3)cc2)c1,2,-19%,-4%,11%,4%,1.3,3%,-19%
O=C(/C=C/c1ccco1)Nc1nc(-c2ccc(F)c(F)c2)cs1,-2,2%,-4%,-9%,4%,0.5,-1%,-11%
C[C@@H]1CN([C@H](C)CO)C(=O)CCCn2nncc2CO[C@H]1CN(C)C(=O)Nc1ccc2c(c1)OCO2,-2,8%,-12%,0%,1%,-1.0,10%,-2%
COc1ccc(CN2C(=O)NC3(CCCCC3)C2=O)cc1F,1,4%,0%,1%,9%,-3.5,9%,-3%
CCc1ccc(C2=NN(CCC(=O)NC(C)CCc3ccccc3)C(=O)CC2)cc1 (centres undefined),0,-14%,-3%,3%,-5%,-1.9,12%,33%
CCCCN(C(=O)c1cc(-c2ccncc2)nc2ccccc12)c1c(N)n(CC(C)C)c(=O)[nH]c1=O,-20,-3%,-5%,9%,-5%,-0.4,-12%,3%
CCN(c1ccc(N=Cc2c(O)n(Cc3ccc(OC)cc3)c(=O)c3ccccc23)cc1)C(C)C,9,9%,-80%,34%,40µM*,19,11%,1%
CC(NC(=O)C(C)(C)C)c1nc2ccccc2n1C (centres undefined),-1,2%,-8%,-1%,9%,-2.4,5%,22%
Cc1ccc(NC(=O)c2cc([N+](=O)[O-])ccc2Cl)c(O)c1,1,-5%,-24%,13%,-4%,1.3,-35%[inhibitor],26%
Cc1ccc(CNC(=O)C2CCCN(S(=O)(=O)N3CC(C)CC(C)C3)C2)cc1 (centres undefined),13,12%,-9%,0%,-1%,-3.4,11%,5%
CC(=O)Nc1ccc(S(=O)(=O)N[C@@H](C)C(=O)NC2CCCc3ccccc32)cc1 (some centres undefined),-3,-19%,-10%,3%,-2%,11,-3%,6%
CCOC(=O)c1sc(N)c(C(N)=O)c1C,2,12%,24µM*,7%,-14%,-0.3,-13%,-8%
Cc1cc(/C=N/O)c(C)n1-c1ccccc1,0,-1%,-20%,-6%,-1%,-2.6,10%,24%
CCOc1cccc(-c2ccc3nncn3c2)c1,-1,4%,-13%,8%,-3%,0.2,-19%,0%
CCCCn1nnnc1NCc1ccc(C)s1,x,13%,-9%,-9%,2%,-3.1,18%,11%
O=C(COC(=O)/C=C/c1cccc(Br)c1)NC1CC1,-7,u,-4%,-4%,4%,0.3,-8%,-17%
COc1ccc(CN2CCCC(CO)(Cc3ccc(F)cc3)C2)cc1C (centres undefined),7,1%,-3%,11%,1%,0.3,22%,-6%
CC(Sc1nnc(C2CC2)n1-c1ccccc1)C(=O)N1CCCC1 (centres undefined),3,-5%,2%,2%,12%,0.7,-13%,-4%
CCCCn1c(N)c(N(CCC(C)C)C(=O)c2oc3ccc(OCC)cc3c2C)c(=O)[nH]c1=O,-20,3%,-8%,-16%,-9%,1.2,-3%,27%
COC(=O)[C@H](Cc1ccc(O)cc1)NC(=O)Cn1cnc(C(=O)Nc2ccc(C)c(C)c2)n1,2,-16%,-7%,-4%,-5%,-0.5,5%,9%
COc1cc(-c2c(NC(=O)c3ccco3)oc3ccc(Cl)cc3c2=O)cc(OC)c1OC,3,-3%,0%,-2%,7%,-1.5,2%,15%
Nc1nc(-c2ccccc2)cc(-c2ccccc2O)n1,x,-7%,-7%,6%,-3%,-0.7,-14%,-7%
CCC(Cc1ccccc1)n1c(=S)[nH]c2ccccc2c1=O (centres undefined),2,-16%,-5%,4%,-7%,0.7,u,9%
N=C1/C(=C\c2ccc(SCc3ccccc3)o2)C(=O)N=C2SC=NN12,-21,-19%,-18%,-16%,-13%,0.1,-11%,-3%
Cc1ccc(S(=O)(=O)N2CCOCC2)cc1C(=O)N1CCN(c2ccc(C(F)(F)F)cn2)CC1,1,0%,-3%,1%,-9%,0.8,10%,28%
Cc1ccc(NC(=O)COc2coc(CN3CCc4ccccc43)cc2=O)c(C)c1,-29,10%,-11%,-6%,-6%,-1.8,16%,1%
CCOC(=O)c1c(C)n(CC(COC(C)=O)OC(C)=O)c2ccc(OC(C)=O)cc12 (centres undefined),0,3%,1%,-3%,2%,0.5,-2%,26%
CC(CN1CCCCCC1)C(=O)NN (centres undefined),0,-5%,-6%,-2%,-26%,-0.6,-11%,-15%
CCCCCNC(=O)C(c1ccc(C(F)(F)F)cc1)n1c(=O)c(-c2ccco2)nc2ccccc21 (centres undefined),-60*,u,-9%,-28%,0%,2.3,1%,u
CCC(=O)NC(=S)NNC(=O)c1ccc([N+](=O)[O-])cc1,x,10%,-17%,-4%,5%,6.6,-16%,1%
